Assay outcomes (PubChem BioAssay)
Smad3 inh: Smad3/FoxH1 peptide binding inhibitors, primary screen, biochemical, TR-FRET | TR-FRET Smad3/Dy647-FoxH1 peptide binding, europium anti-His | inhibition, % at 25 µM | AID 630, 2007 | hit rate 0.29% among 88,000;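 active means compounds that reduce the energy-transfer binding signal between the protein and its labelled peptide by more than half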;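 further: 0% = Smad3 plus labelled peptide maximal FRET and 100% = peptide-only background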
Target sequence (P84022 whole entry, looked up): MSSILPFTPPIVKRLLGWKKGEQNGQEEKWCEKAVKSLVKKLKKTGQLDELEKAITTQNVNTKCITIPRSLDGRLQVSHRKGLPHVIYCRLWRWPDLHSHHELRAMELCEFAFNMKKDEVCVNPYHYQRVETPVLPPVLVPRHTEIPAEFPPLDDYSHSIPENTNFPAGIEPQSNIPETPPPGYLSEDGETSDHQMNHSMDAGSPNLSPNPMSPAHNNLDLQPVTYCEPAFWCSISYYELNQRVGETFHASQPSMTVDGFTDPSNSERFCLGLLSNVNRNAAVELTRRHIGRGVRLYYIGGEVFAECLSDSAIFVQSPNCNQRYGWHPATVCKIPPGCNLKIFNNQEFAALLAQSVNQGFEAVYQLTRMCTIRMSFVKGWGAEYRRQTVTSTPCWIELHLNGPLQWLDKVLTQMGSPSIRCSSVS
Numbers without * were called inactive; & = joins results of further samples. Not all compounds are listed. The share of hits here may be higher or lower than overall.

Smad3 inh | SMILES
-3 | c1ccc(-c2ccc(-c3ccc(C4=NCCN4)cc3)o2)cc1
14 | Cc1ccc(S(=O)(=O)OC2CCN(C)CC2)cc1
39 | COC(=O)[C@@H]1O[C@H](SCCN)[C@@H](O)[C@H](O)[C@H]1O
0 | OCCCSCCO
-3 | CN1CCCC[C@@H]1CCN1CCCCC1
0 | NCCSCc1ccccc1Cl
0&5 | N=C(N)SCCc1ccccn1
8 | O=C1c2ccccc2C(=O)N1C[C@]1(C(=O)O)NCCS1(=O)=O
13 | CN1CCN(CCCBr)CC1
12 | O=C(O)[C@H]([C@H]1NCCS1)N1Cc2ccccc2C1
4 | NS(=O)(=O)c1ccc(NC(=O)Nc2ccccc2F)cc1
-4 | C/C(=N\[N+](C)(C)C)c1ccc(C)c(C)c1
-5 | CN(C)CCCCN1CCc2c(n(C)c3ccccc23)C1=O
73* | O=C1c2ccccc2C(=O)c2c(Nc3cc4c5c(ccc6c7ccc8c9c(cc(Nc%10cccc%11c%10C(=O)c%10ccccc%10C%11=O)c(c3c56)c97)-c3ccccc3C8=O)C(=O)c3ccccc3-4)cccc21
23 | S=c1c2[nH]cnc2ncn1CCSc1ncnc2nc[nH]c12
1 | O=C(O)CN(CC(=O)O)c1ccccc1
-3 | Cc1cc(C(C)(C)C)c(OCCCN2CCOCC2)c(C(C)(C)C)c1
10 | Cc1c(NC(=O)Nc2c(Cl)cccc2Cl)c(=O)n(-c2ccccc2)n1C
-2 | O=C(O)[C@H]1CCCN1Cc1c[nH]c2ccccc12
14 | O=C(O)/C(=C\c1ccccc1)Cc1ccccc1
7 | NNC(=O)c1ccc(OCc2nc3ccccc3[nH]2)cc1
-5 | Cc1ccnc(NS(=O)(=O)c2ccc(N=[N+]=[N-])cc2)n1
12 | c1ccc2c(c1)nnn2CN1CCOCC1
14 | COc1cccc2c1[C@H](CO)N1[C@H](C#N)[C@H]3C[C@@H](C(=O)O)[C@@H]([C@@H]1C2)N3C
13 | CC(=O)Nc1cc(CN2CCCCC2)c(O)c2ncccc12
-1 | O=C(O)C1CC2(C1)CC(C(=O)O)C2 (configuration not stated)
14 | ClC(Cl)(Cl)C(N1CCN(c2ccccc2)CC1)N1CCN(c2ccccc2)CC1
102* | N=C(N)c1ccc(N=Nc2c(O)ccc3c2[nH]c2ccccc23)cc1
43 | NS(=O)(=O)c1ccc(N=Nc2ccc[nH]c2=O)cc1
21 | Cc1[nH]c(N)nc(=S)c1CCC(=O)O
10 | C=C1CCO[C@@]2([C@H](O)[C@@](C)(O)CO)NC(=O)[C@]1(O)NC2=O
-3 | O=C(O)c1ccccc1CN1CCC[C@@H](C(=O)O)C1
0 | Nc1ncnc2c1ncn2[C@H]1O[C@@H](C(=O)O)[C@H](O)[C@H]1O
-10 | CC1(C)COCN1COC1CCCCC1
8 | [N-]=[N+]=N[C@@H]1[C@@H](O)[C@H](CO)O[C@@H]1n1cnc2c(N)ncnc21
42 | CC(C)(C)c1c2c(c(C(C)(C)C)c3c1OCN(Cc1ccccc1)C3)OCN(Cc1ccccc1)C2
34 | Cc1cc(Cc2cc(C)cc(C(C)(C)C)c2O)c(O)c(Cc2cc(C)cc(C(C)(C)C)c2O)c1
-2 | O=C(O)[C@@H](O)[C@@H](O)[C@H](O)[C@H](O)CO
2 | C[N+]1(C)CCO[C@](O)(c2ccccc2)C1
1 | O=C(O)/C(=C\c1ccc(O)cc1)c1cccc2ccccc12
-9 | OC[C@@H](O)CNc1ncnc2ccccc12
14 | Cc1ccc(S(=O)(=O)NCc2cccc([N+](=O)[O-])c2)cc1
11 | CC1(C)S[C@H]2[C@H](NC(=O)C3(N)CCCCC3)C(=O)N2[C@@H]1C(=O)O
4 | Nc1ccccc1N=Nc1c(S(=O)(=O)O)cc2cc(S(=O)(=O)O)cc(O)c2c1O
-2 | CC(C)CNc1nc(N)[nH]c(=O)c1NC=O
-12 | C=C(C)CNCCN
57* | N=C1[C@H](O)[C@]2(I)c3ccccc3N3C(=N)[C@H](O)[C@@H]4c5ccccc5N1[C@@H]4[C@@H]32
-5 | CN1CCN(CCCN)CC1
8 | Nc1nc(SCC(=O)C2CCC(Br)CC2)c2[nH]cnc2n1 (configuration not stated)
7 | Clc1ccc(CSC2=NCCN2)cc1Cl
2 | CC(C)(N=NC(C)(C)C(=N)N)C(=N)N
9 | C/C(=N\Nc1ccc2ccccc2n1)c1ccccc1O
-9 | CC(C)c1ccc(/C=C2/C=C(c3ccc4ccccc4c3)OC2=O)cc1
4 | O=C1c2ccccc2-c2ccc(NC(=O)[C@H]3CCCC[C@@H]3C(=O)O)cc21
-1 | O=C(O)CC[C@@H](C(=O)O)N1C(=O)[C@@H]2[C@@H]3CC[C@@H](C3)[C@@H]2C1=O
-20 | NCCNc1ncnc2ccc(Cl)cc12
54* | CN(C)Cc1cc(O)c(O)c(CN(C)C)c1
7 | COC(=O)c1cc(=O)[nH]c(=O)[nH]1
52* | CC(=O)O[C@H]1CC[C@@]2(C)C(=CC[C@@H]3[C@H]4CC[C@@H]([C@H](C)C(=O)O)[C@]4(C)CC[C@H]32)C1
15 | NC(CSS(=O)(=O)O)=N[C@H]1C[C@H]2CC[C@@H]1C2

Rewritten with tabs: 7 of the compounds above.
SMILES	Smad3 inh
CC1(C)S[C@H]2[C@H](NC(=O)C3(N)CCCCC3)C(=O)N2[C@@H]1C(=O)O	11
Nc1ccccc1N=Nc1c(S(=O)(=O)O)cc2cc(S(=O)(=O)O)cc(O)c2c1O	4
CC(C)CNc1nc(N)[nH]c(=O)c1NC=O	-2
C=C(C)CNCCN	-12
N=C1[C@H](O)[C@]2(I)c3ccccc3N3C(=N)[C@H](O)[C@@H]4c5ccccc5N1[C@@H]4[C@@H]32	57*
CN1CCN(CCCN)CC1	-5
Nc1nc(SCC(=O)C2CCC(Br)CC2)c2[nH]cnc2n1 (configuration not stated)	8

Next structures
Smad3 inh | SMILES
23 | CC[C@H](c1ccccc1)c1cc(C(C)(C)C)cc(C(C)(C)C)c1O
30 | NS(=O)(=O)c1ccc(N=Nc2ncccc2O)cc1
5 | Cn1c(=O)c2[nH]c(SCCN3CCOCC3)nc2n(C)c1=S
-5 | CC1(C)CC(=O)C(C(c2cccc(O)c2O)C2C(=O)CC(C)(C)CC2=O)C(=O)C1
-1 | Cc1ccc(N=Nc2c(O)c3ccccc3[nH]c2=O)c(S(=O)(=O)N(C)C)c1
3 | CN(C)Cc1nsc(N(C)C)n1
-2 | COc1ccc(NC(=S)Nc2ccccc2)cc1
14 | COc1ccc(/C=C(\C#N)C(N)=O)cc1OC
5 | Cc1cn([C@@H]2C[C@H](O)[C@@H](COC(N)=O)O2)c(=O)[nH]c1=O
-7 | C[C@@H]1CCCN(C[C@@H](O)CN2CCCc3ccccc32)C1
-4 | O=C(O)CNC(=O)[C@H]1NC(C(F)(F)F)(C(F)(F)F)OC1(C(F)(F)F)C(F)(F)F
6 | Nc1ncnc2nc(-c3ccc(C[P+](c4ccccc4)(c4ccccc4)c4ccccc4)cc3)[nH]c12
11 | COc1ccc2c3c([nH]c2c1)[C@H]1C[C@@H]2[C@H](C[C@@H](O)[C@H](OC)[C@H]2C(=O)O)CN1CC3
-5 | Cc1cc([N+](=O)[O-])c(C)c(Br)c1C
-4 | CC(C)[C@H](N=Cc1ccccc1O)C(=O)O
25 | C/C(N[O-])=C(\C)[N+]([O-])=[Co].CC(=N\[O-])/C(C)=N/[O-].[CH2-]CCN1CCOCC1.c1ccncc1
-9 | N[C@@H](CSC1(c2ccc(Cl)cc2)c2ccccc2-c2ccccc21)C(=O)O
8 | Oc1ccc(Cc2cc(Cl)cc(Cl)c2O)cc1Cl
-9 | O=C(O)c1c[nH]c2cc(OCc3ccccc3)ccc2c1=O
38 | Cc1ccc(SCN2CCCCC2)cc1 (tested in a mixture with another compound)
-15 | Cc1cc(=O)[nH]c(/N=C(\N)Nc2ccc(Cl)cc2)n1
7 | O=C1C=C(Nc2nc(C(=O)O)cc(=O)[nH]2)c2ccccc2C1=O
-2 | N=C(N)c1ccc(/C=C/c2ccc(C(=N)N)cc2)cc1
27 | O=C(O)c1cccc(C(=O)O)c1S(=O)Cc1ccccc1 (configuration not stated)
7 | O=C(O)c1cc(C(=O)O)nc(C(=O)O)c1
20 | N/C(=N/O)c1cn([C@H]2O[C@@H](CO)[C@H](O)[C@H]2O)c2ncnc(NO)c12
1 | N[C@@H](Cc1ccccc1)C(=O)O
-1 | O=C(O)c1cscc1Cc1cccs1
-2 | O=C(O)Cc1cc(Cl)ccc1O
-8 | Cc1cc(Cl)nc(NC(=O)CSc2ccc(Cl)cc2)n1

14 consecutive records already listed:
Smad3 inh | SMILES
-5 | Cc1cc([N+](=O)[O-])c(C)c(Br)c1C
-4 | CC(C)[C@H](N=Cc1ccccc1O)C(=O)O
25 | C/C(N[O-])=C(\C)[N+]([O-])=[Co].CC(=N\[O-])/C(C)=N/[O-].[CH2-]CCN1CCOCC1.c1ccncc1
-9 | N[C@@H](CSC1(c2ccc(Cl)cc2)c2ccccc2-c2ccccc21)C(=O)O
8 | Oc1ccc(Cc2cc(Cl)cc(Cl)c2O)cc1Cl
-9 | O=C(O)c1c[nH]c2cc(OCc3ccccc3)ccc2c1=O
38 | Cc1ccc(SCN2CCCCC2)cc1 (tested in a mixture with another compound)
-15 | Cc1cc(=O)[nH]c(/N=C(\N)Nc2ccc(Cl)cc2)n1
7 | O=C1C=C(Nc2nc(C(=O)O)cc(=O)[nH]2)c2ccccc2C1=O
-2 | N=C(N)c1ccc(/C=C/c2ccc(C(=N)N)cc2)cc1
27 | O=C(O)c1cccc(C(=O)O)c1S(=O)Cc1ccccc1 (configuration not stated)
7 | O=C(O)c1cc(C(=O)O)nc(C(=O)O)c1
20 | N/C(=N/O)c1cn([C@H]2O[C@@H](CO)[C@H](O)[C@H]2O)c2ncnc(NO)c12
1 | N[C@@H](Cc1ccccc1)C(=O)O

Back to the main list; the four compounds before the break are reprinted first.
Smad3 inh | SMILES
1 | N[C@@H](Cc1ccccc1)C(=O)O
-1 | O=C(O)c1cscc1Cc1cccs1
-2 | O=C(O)Cc1cc(Cl)ccc1O
-8 | Cc1cc(Cl)nc(NC(=O)CSc2ccc(Cl)cc2)n1
24 | CC(C)(C)n1nc(C2CC2)cc1NC(=O)Nc1ccc(Cl)cc1
10 | [O-]/N=C1/C(=[OH+])Nc2ccccc21.[O-]Nc1c([O+]=[Cu])[nH]c2ccccc12
16 | O=S(=O)(O)c1ccc(N=Nc2ccccc2)cc1
-11 | C[C@@]1(CCOCc2ccccc2)NC(=O)NC1=O
3 | COC(=O)c1ccc(CCc2cc(O)ccc2O)cc1
-11 | Cc1c(Cl)c(S(N)(=O)=O)cc2c1=NC=NS=2(=O)O
-7 | C=CC[C@@H](C(=O)O)c1ccccc1
3 | NCCOC[C@H](N)C(=O)O
-7 | Cc1cc(SCC(=O)c2ccc(Br)cc2)cc(C)[o+]1
93* | O=C(O)c1c(Br)c(Br)c(Br)c(Br)c1C1c2ccc(O)cc2Oc2cc(O)ccc21
69* | N=C(N)S[C@@H]1c2ccccc2-c2cc([N+](=O)[O-])ccc21
3 | CC(C)[C@H](Sc1nc(N)nc2nc[nH]c12)C(=O)O
34 | Cc1cc(C)nc(SCCc2cccc[n+]2C)n1
33 | CN(C)CCCN1c2ccccc2Sc2cnccc21
99* | O=S(=O)(O)c1ccc(NN(c2c(O)ccc3ccccc23)S(=O)(=O)O)cc1
2 | CC(C)(C[C@@]1(C)NC(=O)NC1=O)OCc1ccccc1
6 | O=C(O)C(F)(F)C(F)(F)C(F)(F)C(F)(F)C(=O)O
17 | Nc1cc2c(nc3c4ccccc4c(N)cc3[n+]2-c2cccc3ccccc23)c2ccccc12 (tested in a mixture with another compound)
-4 | NNS(=O)(=O)c1cc(C(=O)O)cc(C(=O)O)c1
7 | CCCc1cc(COC)c(C#N)c(=O)[nH]1
81* | C/C(=N\[N-]C(=[SH+])SCc1ccccc1)c1ccccn1.[Cl][Cu]
7 | Nc1ccc2[nH]cc(CCC(=O)O)c2c1
-3 | O=C1[C@@H]2[C@H](C(=O)N1CN1CCSCC1)[C@H]1[C@@H]3C=C[C@@H]([C@@H]4C(=O)N(CN5CCSCC5)C(=O)[C@@H]34)[C@@H]21
0 | O=S1(=O)CCN(Cc2ccccn2)CC1
12 | Nc1nc(SCCC2CCCCC2)c2[nH]cnc2n1
9 | O=C1CSC2(CCN(CCCN3c4ccccc4Sc4ccc(Cl)cc43)CC2)N1
14 | C/C(C[n+]1ccccc1)=N\N=C(N)N
-1 | CN(C)CCCN=c1c2ccccc2n(C)c2[nH]c(=O)n(C)c(=O)c12
9 | NS(=O)(=O)c1ccc(NCc2cnc3ccccc3n2)cc1
12 | S=C(CSc1ccccc1)Nc1cccc2ccccc12
-6 | c1cc(CNCCN2CCNCC2)ccn1
4 | CC(CC(=O)O)(CC(=O)O)C(=O)O
16 | Cc1[nH]c(N)nc(=S)c1CCCNc1ccccc1
